NALP1 inh: NALP1 inflammasome inhibitors in reconstituted yeast, colorimetric, S. cerevisiae, triplicate retest; S. cerevisiae NALP1/ASC/caspase-1 growth, X-gal OD620, 72 h; inhibition, % at 10 µM; hit rate 0.61% among 280,000; AID 2071, 2009; in the data active = inhibition mostly above about 24%, no sharp cut-off; inactive = mostly below about 32%; also: some compounds called inactive have numbers as strong as hits
IDE cell activ: human IDE activators in live cells, primary screen, fluorescence polarization, HEK cells, FAbeta-B substrate; Insulin-degrading enzyme (Homo sapiens), P14735; FAbeta-B cleavage; 0% vehicle, 100% cell-free pure enzyme wells; activation, % at 5.96 µM; hit rate 0.073% among 340,000;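 active = activation above the mean of all tested compounds plus 3 SD, set per screening campaign, cut at about 17% in these data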
PfM18AAP inh: PfM18AAP inhibitors, malaria aminopeptidase, primary screen, biochemical, QFRET, recombinant enzyme. M18 aspartyl aminopeptidase (Plasmodium falciparum 3D7). hit rate 1.2% among 290,000. inhibition, % at 7.35 µM. H-Glu-NHMec fluorogenic cleavage;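 active = inhibition above the campaign mean inhibition over all tested compounds plus 3 SD, cut at about 28% in these data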;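 also: 0% = plate median of test compound wells and 100% = 2 mM ZnCl2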
IDE inh: human IDE inhibitors in live cells, primary screen, fluorescence polarization, HEK cells, FAbetaB substrate; hit rate 0.41% among 320,000; FAbetaB cleavage; Insulin-degrading enzyme (Homo sapiens), P14735; inhibition, % at 5.59 µM;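 active = percent inhibition above the average of all tested compounds plus 3 SD, set per screening campaign, cut at about 16% in these data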;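 also: IDE supplied by intact live HEK cells; FP after avidin binding of uncleaved biotin substrate so inhibition keeps polarization high; 0% = DMSO wells and 100% = 60 µM reference IDE inhibitor Ii1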
pCIP destab: p/CIP-EGFP fusion destabilizers, primary screen, fluorescence, F442A cells. decrease of EGFP signal, % at 10 µM. Q05BA5. 16 h. hit rate 0.01% among 290,000;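 active = EGFP signal decrease of at least 30% at 10 µM or well 3 SD below plate mean, unless failing retest; inactive = the rest, including hits failing retest or dose response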; also: some compounds called inactive have numbers as strong as hits; many of its hits are not listed in these tables
UBC9 SUMO inh: inhibitors of in vitro SUMOylation cascade, primary screen, biochemical, HTRF, uHTS; SUMO-conjugating enzyme UBC9 (Homo sapiens), P63279; hit rate 0.36% among 290,000; AID 2006, 2009; inhibition, % at 35 µM; HTRF SUMOylation assay, SAE1/SAE2 + UBC9; in the data active = inhibition above about 50%, passing the limit was not always enough; also: strong numbers were not always called active
Target sequence (P63279 whole entry, looked up): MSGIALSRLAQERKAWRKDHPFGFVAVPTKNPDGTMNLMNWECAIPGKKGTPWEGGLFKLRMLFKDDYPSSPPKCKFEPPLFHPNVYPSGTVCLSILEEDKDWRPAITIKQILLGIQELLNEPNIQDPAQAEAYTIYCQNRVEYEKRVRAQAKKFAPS
MEKK2 WT-MEK5: modulators of MEK5 binding to wildtype MEKK2, primary screen, biochemical, multiplex bead flow cytometry, Alexa488-MEK5 | Alexa488-MEK5 binding to MEKK2 WT; actives lie on both sides | hit rate 1.1% among 290,000 | binding response (% of control), % at 10 µM | Mitogen-activated protein kinase kinase kinase 2 (Homo sapiens), Q9Y2U5; in the data active = binding response below about 67% or above about 130%
MEKK3 PB1 HTS: modulators of MEKK3-MEK5 PB1 binding, primary screen, biochemical, wildtype MEKK3, multiplex bead flow cytometry, Alexa488-MEK5. AID 1529, 2009. binding response (% of control), % at 10 µM. Mitogen-activated protein kinase kinase kinase 3 (Homo sapiens), Q99759. hit rate 1.4% among 290,000. bead-based flow cytometry, Alexa488-MEK5 binding to MEKK3; actives lie on both sides; 0 = blocked by unlabeled MEK5, 100 = vehicle;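 active = binding response more than 3 SD above or below the average of its plate-row segment, actives on both sides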;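 also: Alexa488 bead fluorescence after subtracting the streptavidin-only scavenger bead signal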
Target sequence (Q99759 whole entry, looked up): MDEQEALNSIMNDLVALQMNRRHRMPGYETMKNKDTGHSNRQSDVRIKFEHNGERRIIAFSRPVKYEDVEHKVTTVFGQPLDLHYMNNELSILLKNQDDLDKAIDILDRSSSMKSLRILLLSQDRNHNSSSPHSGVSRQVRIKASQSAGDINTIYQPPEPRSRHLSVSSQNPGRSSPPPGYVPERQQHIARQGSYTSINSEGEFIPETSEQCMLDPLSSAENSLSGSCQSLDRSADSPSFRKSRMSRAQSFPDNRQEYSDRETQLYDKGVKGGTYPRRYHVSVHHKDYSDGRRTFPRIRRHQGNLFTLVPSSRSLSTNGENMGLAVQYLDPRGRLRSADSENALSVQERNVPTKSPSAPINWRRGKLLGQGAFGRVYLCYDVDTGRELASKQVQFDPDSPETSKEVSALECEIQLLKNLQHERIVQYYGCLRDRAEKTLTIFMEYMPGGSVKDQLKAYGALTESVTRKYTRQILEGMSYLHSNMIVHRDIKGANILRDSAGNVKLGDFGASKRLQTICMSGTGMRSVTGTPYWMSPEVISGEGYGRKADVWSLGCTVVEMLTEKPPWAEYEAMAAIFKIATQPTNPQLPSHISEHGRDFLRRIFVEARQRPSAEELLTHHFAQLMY
MEKK2mut PB1 HTS: MEK5 binding signal on mutant MEKK2 PB1, primary screen, biochemical, multiplex bead flow cytometry, Alexa488-MEK5 | percent response, % at 10 µM | AID 1530, 2009 | hit rate 0.35% among 290,000 | Alexa488-MEK5 binding to MEKK2 mutant; in the data active = percent response above about 24%, passing the limit was not always enough; also: inactives centre near 1; some results filed as inactive read as strong as hits; reference of the scale not given here
* = called active by the depositor; . = not tested or not shown; [ ] = dose if it differs, or a comment.

SMILES	NALP1 inh	IDE cell activ	PfM18AAP inh	IDE inh	pCIP destab	UBC9 SUMO inh	MEKK2 WT-MEK5	MEKK3 PB1 HTS	MEKK2mut PB1 HTS
Cc1ccc(Cl)cc1Nc1nc(-c2sc(NC(=O)c3ccco3)nc2C)cs1	8	-4	3	-6	2	31	100	102	-1
CC1(C)NC(=O)N(CCCOc2ccc(Br)cc2Cl)C1=O	-3	-1	2	1	-12	-4	99	99	2
CC(C)C(=O)N1CCN(c2cc(N3CCN(C)CC3)c(F)cc2[N+](=O)[O-])CC1	-3	5	-9	0	5	-12	103	103	8
O=C(NNS(=O)(=O)c1ccc(Cl)cc1)c1cccs1	10	7	13	2	-7	4	90	106	-12
Cc1ccc(S(=O)(=O)Nc2ccc(=O)n(Cc3ccc(Cl)c(Cl)c3)c2)cc1	11	3	12	3	0	24	98	99	0
CCc1ccc(NC(=O)COn2nnc3ccc(S(=O)(=O)N(C)C)cc32)cc1	42	2	7	6	3	-7	103	100	1
OC(CNCC1CCCO1)COc1ccc(OCC(O)CNCC2CCCO2)cc1 (stereo unspecified)	9	3	2	4	-5	-4	99	106	3
CCCCCCCCCCCCS[C@H]1CS(=O)(=O)C[C@@H]1O	6	0	-15	10	-10	6	89	88	-14
COc1ccccc1CN(CC(=O)NCc1ccco1)C(=O)CNS(=O)(=O)c1ccc(C)cc1	15	3	0	3	-4	-1	109	105	5
C=CCn1c(CCNC(=O)c2cccs2)nnc1SCC(=O)Nc1cccc(C(C)=O)c1	9	6	-7	1	8	-7	.	.	.
Cc1c(Cl)c([N+](=O)[O-])nn1CCCC(=O)Nc1cccnc1	-7	4	4	6	-5	-6	97	112	-8
CCCOc1nc(C)cc(COC)c1C(N)=O	2	5	3	1	-2	22	113	108	4

Exported with bars between the fields: entries from further up
molecule | NALP1 inh | IDE cell activ | PfM18AAP inh | IDE inh | pCIP destab | UBC9 SUMO inh | MEKK2 WT-MEK5 | MEKK3 PB1 HTS | MEKK2mut PB1 HTS
COc1ccccc1CN(CC(=O)NCc1ccco1)C(=O)CNS(=O)(=O)c1ccc(C)cc1 | 15 | 3 | 0 | 3 | -4 | -1 | 109 | 105 | 5
CC(C)C(=O)N1CCN(c2cc(N3CCN(C)CC3)c(F)cc2[N+](=O)[O-])CC1 | -3 | 5 | -9 | 0 | 5 | -12 | 103 | 103 | 8
Cc1ccc(Cl)cc1Nc1nc(-c2sc(NC(=O)c3ccco3)nc2C)cs1 | 8 | -4 | 3 | -6 | 2 | 31 | 100 | 102 | -1
Cc1c(Cl)c([N+](=O)[O-])nn1CCCC(=O)Nc1cccnc1 | -7 | 4 | 4 | 6 | -5 | -6 | 97 | 112 | -8
C=CCn1c(CCNC(=O)c2cccs2)nnc1SCC(=O)Nc1cccc(C(C)=O)c1 | 9 | 6 | -7 | 1 | 8 | -7 | . | . | .

Following part:
SMILES	NALP1 inh	IDE cell activ	PfM18AAP inh	IDE inh	pCIP destab	UBC9 SUMO inh	MEKK2 WT-MEK5	MEKK3 PB1 HTS	MEKK2mut PB1 HTS
O=C(c1ccccc1SCc1ccccc1)N1CCCCCC1	12	-1	4	8	-14	12	93	100	-4
CC(=O)c1ccc(C(=O)NC2CCCN(Cc3ccc(Cl)cc3)C2)s1 (stereo unspecified)	8	2	1	.	-2	-1	108	101	6
Cc1ccc(C(OCC(O)CN2CCCCC2CO)c2ccccc2)cc1 (stereo unspecified)	-18	1	-8	6	-40	9	101	101	-2
Nc1nc(Nc2ccccc2F)nc(N2CCCC2)c1[N+](=O)[O-]	1	-2	-7	3	15	1	94	98	0
O=C(Oc1ccc(C(=S)N2CCOCC2)cc1)c1cc([N+](=O)[O-])cc([N+](=O)[O-])c1	8	-3	6	-1	-6	-7	99	100	2
O=C(Nc1ccccn1)c1ccc([N+](=O)[O-])cc1Cl	41	3	-4	2	5	2	113	103	14
CCCCNC(=O)CSc1nc2ccccc2c(=O)n1CC1COc2ccccc2O1 (stereo unspecified)	-2	2	9	1	3	-25	102	98	0
CN(C)NC(=O)c1cccc(Cl)c1	29	.	-17	6	-11	21	111	105	1
CCN(Cc1cnn(C)c1)C(=O)C1CCC(=O)N(CCc2ccc(OC)cc2)C1 (stereo unspecified)	-2	7	-1	2	-3	1	99	97	0
O=C(NC1CC1)c1ccc(N2CCCCC2)c([N+](=O)[O-])c1	15	6	-1	-5	4	5	105	101	2
O=C(Oc1ccccc1C(=S)N1CCOCC1)c1ccc([N+](=O)[O-])cc1[N+](=O)[O-]	4	6	9	-6	-6	10	91	99	-5
CN(CCOc1ccc(Cl)cc1)CC(O)c1ccccc1 (stereo unspecified)	30	-2	-17	-2	-8	18	100	96	-5
Cn1c(CCNS(=O)(=O)c2ccc(F)cc2)nnc1SCc1cccnc1	2	-1	-8	7	-4	5	98	100	3
COC(=O)c1c(NC(=O)CCN2CCOCC2)sc2c1CCCC2	23	5	-2	2	-4	8	99	100	-1
CCC(CC)C(=O)Nc1cccc(C(=O)Nc2ccc3c(c2)OCO3)c1	4	-4	5	3	-11	5	102	104	0
O=C(Nc1ccc(Nc2ccccc2)cc1)Nc1ccccc1Cl	36	-7	-2	2	2	5	90	93	4
COc1ncnc2sc3c(c12)CCCC3	10	1	-3	-2	-13	10	112	105	5
CC(=O)c1ccc(Nc2c([N+](=O)[O-])ccc3nonc23)cc1	14	0	1	3	-7	6	108	103	8
C=CCOc1ccc(C(=O)Nc2ccc3c(c2)n(C)c(=O)n3C)cc1	16	-7	-8	.	-8	8	105	102	6
O=C1CCC(=O)N1CN(C(=O)c1ccco1)c1ccc(Cl)c(Cl)c1	11	2	-16	5	8	7	111	109	2
Nc1cc(N2CCOCC2)c(Cl)cc1[N+](=O)[O-]	14	3	8	-1	9	3	95	73*[inhibitor]	-2
COc1ccc(/C=N/c2nc3ccccc3n2CCN2CCCCC2)cc1OC	1	2	9	0	2	3	101	101	6
CC(=O)Nc1ccc(Nc2cc(C(C)C)nc3c(-c4ccccc4)c(C)nn23)cc1	18	3	4	-3	-10	-2	106	96	-15
O=C(CCSc1nnc(-c2ccc(O)cc2)o1)N1CCOCC1	-3	1	2	0	1	11	100	101	-3
CCNC(=O)COc1ncnc2scc(-c3ccc(F)cc3)c12	15	4	1	4	1	9	83	90	-11
Clc1ccccc1-c1nnn(Cc2ccc(-c3nn[nH]n3)cc2)n1	12	0	0	0	0	-2	97	102	-2
Cc1ccc([N+](=O)[O-])c2c1C(N1CCCCC1)C(C)(C)O2 (stereo unspecified)	-12	7	1	1	-6	10	93	100	-6
COc1cc(/C=C2\C(=N)N3N=CSC3=NC2=O)ccc1OS(=O)(=O)c1ccccc1	8	-2	19	.	-8	3	99	100	2
c1ccc2c(SCc3cn4cccnc4n3)ncnc2c1	1	1	-2	5	-3	11	102	103	6
Cc1cc(C)n(CCCNC(=O)c2ccc(S(=O)(=O)NCc3ccco3)cc2)n1	.	-3	-3	1	-11	-8	98	102	-3
COc1ccc(S(=O)(=O)NCCC(C)C)cc1OC	15	1	-1	-7	-5	1	104	106	2
Cc1ccc(S(=O)(=O)/N=C(/c2ccccc2)N2CCOCC2)c(C)c1	-2	.	-10	1	-7	3	97	101	0
COc1ccccc1OCC(=O)Sc1ccc(C)cc1	9	3	0	-1	6	-1	99	109	-3
Nc1ccc(-c2nc3c(Cl)c(N)ccc3[nH]2)cc1	5	6	6	-6	-1	40	103	104	4
Cc1cc(C)c2[nH]c(=O)c(CN(CC3CCCO3)S(=O)(=O)c3ccc4c(c3)OCCO4)cc2c1 (stereo unspecified)	12	-1	-2	0	-2	-3	103	98	1
CCOC(=O)CSc1nc(C)cc(Oc2ccc(=O)n(C)n2)n1	26	12	2	3	-6	0	97	95	-4
O=c1c2ccccc2ncn1-c1ccc2c(c1)OCCO2	26	4	12	4	1	16	93	94	-1
C=CCN1C(=O)C2(c3ccccc31)C1CCCC=C1C(C#N)=C(N)C2(C#N)C#N (stereo unspecified)	25	-6	3	6	-18	-4	84	96	-6
COc1ccc(C(=O)CCN2CCC(C)CC2)cc1	20	2	-19	6	8	0	95	94	-2
C(#Cc1ccccc1)C[N+]1(CC#Cc2ccccc2)CCCCC1	11	-4	0	3	-19	8	102	103	-10
Cc1nc(NC(=O)c2ccccc2)sc1-c1csc(Nc2ccc(F)cc2)n1	10	.	-4	-2	-25	20	97	85	-3
CCOC(=O)N1CCC(N(C(=O)Nc2ccccc2)C(C)CC)CC1 (stereo unspecified)	0	-2	-6	2	4	7	103	102	1
COc1ccc(-n2c(Cc3cccs3)nnc2SCC(=O)Nc2ccc3c(c2)OCCO3)cc1	4	1	-4	2	-2	-2	104	108	1
Cc1cccc(NC(=S)NNC(=O)CCn2cc(C)cn2)c1	10	7	-5	-4	-4	11	97	98	0
CCc1nnc(NC(=O)CCN(c2cc(C)cc(C)c2)S(=O)(=O)c2ccc(Cl)cc2)s1	31	3	1	6	-2	8	107	101	-1
COc1cc(C(C)=O)ccc1OCC(=O)c1cc(C)n(C2CC2)c1C	19	2	-4	3	5	18	101	105	1
COc1ccccc1N(C)S(=O)(=O)c1ccc(C(=O)OCC(=O)N2CCC2)cc1	24	-10	-8	0	-6	16	99	104	-4
Cc1ccc(Oc2nc3ccccc3n3c(C)nnc23)c(C)c1	27	2	1	2	-8	-9	107	100	2
Nc1ccc(S(=O)(=O)Nc2nccc(/C=C/c3cccc(Br)c3)n2)cc1	-13	3	10	-4	7	8	96	105	2
O=C(CCl)Oc1ccc2occ(C(=O)c3cccs3)c2c1	-3	3	10	0	0	15	124	111	8
CC1(C)CC(=O)c2cc(OCC(=O)NCCN3CCOCC3)ccc2O1	4	4	1	2	4	29	92	100	-4
COc1cc(/C=N/Nc2nc3ccccc3[nH]2)cc(OC)c1O	20	-1	23	18*	-5	8	127	108	33
CCC(c1nnnn1C(C)(C)C)N1CCN(c2cc(Cl)ccc2C)CC1 (stereo unspecified)	5	2	0	1	-8	-9	100	104	1
O=C(Cn1c(C(F)(F)F)nc2ccccc21)Nc1ccccc1N1CCOCC1	6	3	4	-3	-2	-2	102	103	4
CCOc1cc(CNn2cnnc2)cc(Br)c1OCC(=O)NC1CCCCC1	6	3	-7	8	0	9	99	98	-2
CCOc1ccccc1-c1nc(-c2ccc(NC(=O)Cc3ccccc3OC)cc2)no1	34	2	9	4	-8	-17	105	99	1
COc1ccc(Cl)cc1S(=O)(=O)Nc1ccncc1	-9	.	0	-2	0	11	93	97	-7
O=C(NC1CC1)C1CCN(C2CCN(C(=O)/C=C/c3cccs3)CC2)CC1	8	-6	-1	-3	1	6	84	87	-15
Cc1ccc(S(=O)(=O)Nc2nsc(N)n2)cc1	16	3	10	2	1	5	98	98	4
CCN(CC)S(=O)(=O)c1ccc(S(=O)(=O)N2CCC(N3CCCCC3)CC2)cc1	-19	3	-1	0	19	-12	103	101	1
Cc1ccc(S(=O)(=O)N2CCCCC2)cc1NC(=S)NC(=O)c1ccco1	11	2	2	-2	7	-2	89	84	-12
COc1ccc(NC(=O)CSc2nnc(-c3ccco3)n2N)cc1Cl	19	4	-5	2	0	-2	104	100	-2

Screens (PubChem BioAssay)

An excerpt; rates above refer to the full screens.
